L3MBTL1 inh = qHTS Assay for the Inhibitors of L3MBTL1 | Lethal(3)malignant brain tumor-like protein 1 (Homo sapiens), Q9Y468 | AlphaScreen L3MBTL1–H3K9me1 peptide binding | Potency, µM (highest dose often 57.1 µM), inactives show at the top dose activity, negative = inhibition, usual class: inhibitors | hit rate 0.66% among 230,000 | AID 485360, 2010; also: nearly all actives have a fitted effect of over 60% in size
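L3MBTL1 50 nM + b-AHA-H3(1-15)K9me1 75 nM, 30 min RT; compound added, 30 min RT; streptavidin donor/Ni-chelate acceptor beads 10 ug/mL each final, 30 min RT dark; AlphaScreen read.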
TRb-SRC2 inh = qHTS for Inhibitors of the Interaction of Thyroid Hormone Receptor and Steroid Receptor Coregulator 2. Thyroid hormone receptor beta (Homo sapiens), P10828. TRbeta-SRC2 peptide binding, fluorescence polarization; receptor liganded with 1 µM T3. Potency, µM (series often up to 106 µM), without a hit: at the top dose activity change, negative = inhibition, actives largely listed as inhibitors. hit rate 0.065% among 280,000. AID 1469, 2008;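 also: plate controls were bound peptide for no effect and peptide without receptor for full effect; nearly all actives have a fitted effect of over 50% in size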
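Human TRb LBD (0.6 uM) plus Texas Red-labeled SRC2 peptide (20 nM), 1uM T3, 5% DMSO, 5 hr at ambient temperature. Decreased polarization (555/632 nm) flags inhibition; data normalized to free and bound peptide controls.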
aGal spleen mod = qHTS Assay for Inhibitors and Activators of Human alpha-Galactosidase From Spleen Homogenate. AID 2107, 2009. human spleen homogenate, 4MU-alpha-Gal fluorescence, 40 min. Alpha-galactosidase A (Homo sapiens), P06280. Potency, µM (titrated, usually from 80 µM), for the others: at the highest dose activity change, negative = inhibition, hits mostly inhibitors. hit rate 0.008% among 240,000;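 also: 0% = enzyme with vehicle and -100% = no enzyme basal signal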
Target sequence (P06280 32-429 limits assumed): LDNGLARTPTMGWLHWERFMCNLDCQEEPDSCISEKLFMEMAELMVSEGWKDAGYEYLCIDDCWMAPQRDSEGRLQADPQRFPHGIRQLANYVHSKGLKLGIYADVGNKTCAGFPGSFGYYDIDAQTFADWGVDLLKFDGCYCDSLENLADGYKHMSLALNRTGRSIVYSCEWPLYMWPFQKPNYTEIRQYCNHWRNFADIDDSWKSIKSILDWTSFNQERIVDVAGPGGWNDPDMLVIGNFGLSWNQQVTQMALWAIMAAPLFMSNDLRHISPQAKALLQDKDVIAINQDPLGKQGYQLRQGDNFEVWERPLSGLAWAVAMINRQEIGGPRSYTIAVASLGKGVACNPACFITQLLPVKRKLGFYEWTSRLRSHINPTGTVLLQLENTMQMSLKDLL
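Human spleen homogenate (1 ug) as enzyme source, 4-methylumbelliferyl-alpha-D-galactopyranoside 1 mM final, citrate/phosphate pH 5.0 with 0.01% Tween-20. Compounds 40 min at 37C, NaOH/glycine stop; fluorescence Ex 365/Em 440, Hill-fit AC50.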
TexasRed fluor = Total Fluorescence Counterscreen for Inhibitors of the Interaction of Thyroid Hormone Receptor and Steroid Receptor Coregulator 2; TRb/SRC2 Texas Red total fluorescence interference; Potency, µM (series often up to 106 µM), inactives show at the top dose fluorescence change, negative = quenching; hit rate 0.29% among 280,000; active = well fitted curve in either direction with a large enough effect; inconclusive = small, poorly fitted or top-dose-only effect
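Human TRb ligand-binding domain at 0.6 uM with 20 nM Texas Red SRC2 peptide in Tris buffer containing 1 uM T3 and 5% DMSO, incubated with compound 5 h at ambient temperature. Total fluorescence (555/632 nm) calculated as parallel + 2 × perpendicular.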
Tau fluor counter = Counterscreen qHTS for Inhibitors of Tau Fibril Formation, Fluorescence Polarization; tau K18 P301L Alexa594 fluorescence, heparin fibrillization; AID 1463, 2008; Potency, µM (titrated, usually from 57.7 µM), for inactives: at the highest dose activity change, negative = decrease; hit rate 0.93% among 280,000; also: nearly all actives have a fitted effect of over 55% in size
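Human tau K18 P301L (15 uM unlabeled, 0.24 uM Alexa 594-labeled) in 100 mM sodium acetate pH 7 with 20 uM heparin, 6 hr at 37 C. ThT 30 uM added, 1 hr ambient; Alexa 594 FP and total fluorescence read at 555/632 nm.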
Tau ThT inhib = qHTS for Inhibitors of Tau Fibril Formation, Thioflavin T Binding; recombinant tau K18 P301L (four-repeat tau fragment), heparin-induced fibrillization, ThT fluorescence; Potency, µM (highest dose often 57.4 µM), for the others: at the highest dose activity, negative = inhibition, actives largely listed as inhibitors; hit rate 2.1% among 270,000; AID 1460, 2008; also: nearly all actives have a fitted effect of over 55% in size
Target sequence (P10636 561-689 P618L limits assumed): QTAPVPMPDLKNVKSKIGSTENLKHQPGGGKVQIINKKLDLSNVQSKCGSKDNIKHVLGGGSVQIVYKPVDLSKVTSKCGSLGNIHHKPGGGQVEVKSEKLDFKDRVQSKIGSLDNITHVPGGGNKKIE
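Heparin-induced fibrillization of the P301L-mutant K18 repeat-domain fragment of human tau was followed by ThT binding in quantitative high-throughput format.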
Tau fibril FP = qHTS for Inhibitors of Tau Fibril Formation, Fluorescence Polarization; Microtubule-associated protein tau (Homo sapiens), P10636; K18 P301L tau heparin fibrillization, Alexa594 FP, 6 h; Potency, µM (highest dose often 57.7 µM), without a hit: at the highest dose activity, negative = inhibition, usual class: inhibitors; hit rate 0.39% among 280,000; AID 1468, 2008; also: nearly all actives have a fitted effect of over 55% in size
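Read-out: fluorescence polarization of Alexa 594-labeled tau (0.24 uM), 555 nm excitation, 632 nm emission. Mixtures held 15 uM unlabeled K18 P301L, compound and 20 uM heparin, pH 7 acetate buffer, incubated 6 hr at 37 C.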
ALDH1A1 block = qHTS Assay for Inhibitors of Aldehyde Dehydrogenase 1 (ALDH1A1); hit rate 7.3% among 220,000; Potency, µM (doses to about 75.3 µM), for the others: at the highest dose activity, negative = inhibition, most hits filed as inhibitors; Aldehyde dehydrogenase 1A1 (Homo sapiens), P00352; Purified ALDH1A1, NADH fluorescence, propionaldehyde substrate; active = well fitted inhibition curve with a large enough effect, not every such curve was filed as active; inconclusive = small, poorly fitted or top-dose-only effect, or another doubt; inactive = no such curve, though single readings can be large or run the other way;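 also: plate controls were no enzyme wells and a reference inhibitor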
Target sequence (P00352 whole entry, looked up): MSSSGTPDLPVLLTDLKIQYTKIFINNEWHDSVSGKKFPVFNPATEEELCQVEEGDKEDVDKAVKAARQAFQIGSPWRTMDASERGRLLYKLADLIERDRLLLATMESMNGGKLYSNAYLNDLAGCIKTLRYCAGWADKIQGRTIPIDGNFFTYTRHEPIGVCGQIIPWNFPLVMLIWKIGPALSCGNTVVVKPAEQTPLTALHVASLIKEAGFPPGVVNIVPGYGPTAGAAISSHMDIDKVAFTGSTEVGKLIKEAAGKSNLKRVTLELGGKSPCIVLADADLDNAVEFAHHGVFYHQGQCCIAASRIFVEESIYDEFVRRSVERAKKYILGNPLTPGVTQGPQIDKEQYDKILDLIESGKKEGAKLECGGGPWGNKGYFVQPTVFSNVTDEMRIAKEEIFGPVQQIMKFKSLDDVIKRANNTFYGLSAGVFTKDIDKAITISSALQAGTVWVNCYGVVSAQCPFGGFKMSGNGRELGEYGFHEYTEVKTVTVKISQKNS
Starred values were filed as active, the others as inactive; ? = inconclusive; . = no result given; & = joins results of further samples; ! = repeats disagree; [ ] = dose if it differs, or a comment. Unless noted, calls follow the shape of the dose curve; as a rule, active = well fitted curve in the direction sought with a large enough effect; inconclusive = small, poorly fitted or top-dose-only effect, or another doubt; inactive = no such curve, though single readings can be large; an effect the other way counts as inactive or inconclusive. Unless noted, % is scaled to controls: 0 for no effect and ±100 for the full control effect; potency is read from the fitted curve at half-maximal effect. No enrichment for hits; 8.5% or so of the library scored in one or more.

Every second line gives: Tau fibril FP, Tau fluor counter, TRb-SRC2 inh, TexasRed fluor, ALDH1A1 block, aGal spleen mod, L3MBTL1 inh, Tau ThT inhib
C=CCNc1cnn(-c2ccccc2)c(=O)c1Cl
 : 2%, 5%, 1%, 0%, -4%, -1%, 4%, 0%
O=C(CSc1n[nH]c(-c2cccnc2)n1)OC1CCCCC1
 : 2%[2.34 µM], -11%, -1%, 16%, 4%, 3%, -3%, -5%
CCc1cccc2c(-c3ccccc3)nc(SCC(=O)Nc3ccccc3OC)nc12
 : ?, -9%, 11%, 0%, ., ., ., -12%
COc1ccccc1NC(=O)C1=C(C)Nc2nnnn2C1c1ccccn1 (stereo unspecified)
 : 3%, -4%, 7%, 0%, 13µM*, -2%, ., -10%
O=c1c(N2CCOCC2)nsn1Cc1ccccc1
 : -2%, 9%, 5%, 4%, -1%, 6%, -2%, 13%
O=C(COc1ccc2c3c(c(=O)oc2c1)CCC3)c1ccc2c(c1)OCO2
 : -6%, -8%, 5%, 0%, ?, 7%, -1%, ?
CCCSc1nsc(NC(=O)CC)n1
 : -11%, -23%, -1%, -2%, -6%, -4%, 9%, ?
O=C(O)c1cc(O)c2c(c1)C(=O)c1cccc(O)c1C2=O
 : ?, 18µM*![quencher], 1%&2%&13%, ?, ?, 5%&3%&-4%, ?, 18µM*
Cc1ccc(N(C)S(=O)(=O)c2ccc3[nH]c4c(c3c2)CCCC4)cc1
 : 5%, 14µM*[quencher], 3%, 5%, ., ., ., -5%
CCC(=O)Nc1sc(Cc2ccccc2)c(C)c1C(N)=O
 : -7%, -26%, 1%, -1%, 22µM*, 10%, -9%, -18%
CCN1CCN(C(=O)CN(CC)S(=O)(=O)c2ccc(Cl)cc2)CC1
 : 4%, 3%, -21%, 0%, 2%, 2%, ., 7%
CCc1cc(C(=O)Cc2cnn(-c3ccccc3)c2)c(O)cc1O
 : ?, ?, -5%, 1%, ?, -1%, -14%, ?
Cc1ccc(CN2CCN(Cc3ccccc3-c3ccco3)CC2CCO)o1 (stereo unspecified)
 : -2%, -17%, -5%, -2%, 8%, -2%, -15%, ?
Cc1ccc(C(=O)NCC2CCCO2)cc1[N+](=O)[O-] (stereo unspecified)
 : -8%, -5%, 2%, 0%, 4%, -7%, 7%, -6%
COC(=O)c1ccc(Cl)c(NC(=O)CN2CCC(C)CC2)c1
 : 0%, -1%, -5%, -1%, -9%, 23%, ., 0%
Cn1nc(-c2ccc(Cl)cc2)c2cc(C(=O)NCc3ccco3)sc21
 : -14%, ?, 5%, -4%, ?, -3%, ., -19%
Cc1ccc(S(=O)(=O)N2CCCCC2C(=O)N2CCN(Cc3ccccc3)CC2)cc1 (stereo unspecified)
 : -4%, -10%, 8%, 1%, -12%, -1%, 0%, ?
O=S(=O)(CCSc1nc2ccccc2s1)c1nc2ccccc2s1
 : -5%, ?, 0%, -2%, 0.1µM*, 7%, ., ?
COc1ccc(C(NC(=O)CNC(C)=O)C(=O)Nc2ccc3c(c2)OCCO3)cc1 (stereo unspecified)
 : 2%, 0%, -5%, -2%, 14%, 2%, -2%, -5%
Cc1ccc(Sc2ccc(N3CCC(C(=O)Nc4cc(C)cc(C)c4)CC3)nn2)cc1
 : -5%, -5%, -1%, -9%, ., ., ., 2%
O=C(NCCn1cc(SCc2ccc(C(F)(F)F)cc2)c2ccccc21)c1cccs1
 : -14%, 5.6µM*[quencher], 8%, 0%, ., ., ., ?
CCC(Sc1ccccc1C(=O)O)C(=O)O (stereo unspecified)
 : -5%, -7%, 8%, -1%, 5%, -3%, ., -10%
COC(=O)c1scc(C#N)c1N/N=C(\C#N)S(=O)(=O)c1ccc(Cl)cc1
 : -7%, -8%, -6%, -2%, ., 0%, ., .
Cc1nc(P(=O)(c2ccccc2)c2ccccc2)c(N2CCOCC2)o1
 : -3%, 2%, 0%, -4%, -10%, 3%, 0%, -2%
O=C(Nc1ccc2oc(-c3ccc4ccccc4c3)nc2c1)c1cc(Br)ccc1Cl
 : -14%, -12%, 1%, -9%, ., ., ., -17%
CC1CCN(C(=O)CN2CCSc3ccccc32)CC1
 : -5%, -12%, 3%, -1%, ., ., ., -4%
COc1ccc2[nH]cc(CCO)c2c1
 : 6%, -7%, -2%, 0%, -6%, 0%, ., -7%
Cc1noc(C)c1C(=O)NCc1ccccc1
 : -6%, -6%, -16%, -2%, 6%, 2%, ., -8%
O=C1NN(c2ccc(F)c(Cl)c2)C(=O)/C1=C\c1cccc(OC(=O)c2cccs2)c1
 : -11%, ?, -3%, -5%, ?, 8%, ., 20µM*
COc1cc(-c2nc(Cc3ccccc3Cl)no2)cc(OC)c1OC
 : -5%, -11%, -4%, -2%, ?, -14%, 20%, -6%
CCN1CCN(C(=O)C2c3cc(OC)c(OC)cc3C(=O)N3CCc4ccccc4C23)CC1 (stereo unspecified)
 : 0%, -1%, -5%, 1%, 1%, -10%, 11%, -5%
O=C(N/N=C/c1ccc([N+](=O)[O-])s1)c1ccccc1Br
 : 7%, -22%, -1%, -3%, ?, 6%, -6%, -18%
O=C1CN(C(=O)COC(=O)CNC(=O)c2ccc(Br)o2)c2ccccc2N1
 : -5%, 2%, -3%, -3%, ?, 9%, 9%, -1%
CCOC(=O)N1CCN(Cc2nc(-c3cccc(Cl)c3)no2)CC1
 : -7%, -8%, 3%, -8%, 8%, -11%, -2%, -9%
O=C1C[C@@H](c2ccc(O[C@@H]3O[C@H](CO)[C@@H](O)[C@H](O)[C@H]3O)cc2)Oc2cc(O)ccc21
 : 8%, -7%, -4%, -10%, 5%, 1%, 24%, -4%
COc1ccc(C2C3=C(CC(C)(C)CC3=O)Nc3nc(C)nn32)cc1OC (stereo unspecified)
 : 3%, 8%, 5%, 0%, ., ?, 11%, 8%
CC(C)(C)c1cc(NC(=O)Nc2ccc(Cl)cc2Cl)no1
 : ?, -20%, 4%, -4%, ., 4%, 8%, 7%
CCCCOc1ccc(/C=N/NC(=S)Nc2cccc(C)c2C)cc1
 : -2%, -19%, -4%, -1%, 10%, -13%, ., ?
CCC(C)C(NC(=O)c1ccccc1NC(=O)c1ccco1)C(=O)NC1CCCCC1 (stereo unspecified)
 : ?, -14%, 1%, -4%, 5%, 5%, 4%, -16%
N#C/C(=C\Nc1ccccc1SC(F)(F)F)c1nc(-c2ccc(F)cc2)cs1
 : 7%, 8%, -3%, -6%, 6%, -3%, 28%, ?
COc1cccc(/C=N/NC(=S)Nc2cccnc2)c1
 : -3%, -4%, 0%, 0%, 5%, 2%, -2%[11.4 µM], -13%
CCOC(=O)c1c(C)[nH]c(C)c1S(=O)(=O)N1CCC(C(=O)Nc2cc(C)ccn2)CC1
 : -3%, -4%, -10%, 0%, ., ., ., 6%
COc1ccc(N2CCN(C(=O)CCCC3=NS(=O)(=O)c4ccccc4N3)CC2)cc1
 : 9%, -8%, -3%, -3%, 16%, -3%, -6%, ?
CCc1ccc(NC(=O)c2ccc3c(c2)nnn3CC)cc1
 : -8%, -11%, -8%, -1%, ., ., ., ?
O=C(CC1CCCCC1)Nc1nc2ccccc2s1
 : -16%, -18%, -3%, -3%, 7%, 7%, 10%, 2%
CC(=O)Nc1ccc(S(=O)(=O)Oc2ccc(C(=S)N3CCC(O)CC3)cc2)cc1
 : -9%, -4%, -5%[53 µM], -1%[53 µM], 4%, -6%, -4%, 2%
CCN(CC)S(=O)(=O)c1ccc(NC2c3ccccc3C(=O)N2Cc2ccco2)cc1 (stereo unspecified)
 : -6%, -14%, 3%, 4%, ?, 3%, -1%, -17%
COc1ccc(CCNC(=O)Nc2ccc3c(c2)OCO3)cc1OC
 : 12%, -13%, -3%, 0%, -7%, -6%, -5%, -15%
Cc1cc(-c2ccccc2)nc2cc(C(=O)NCc3ccco3)nn12
 : -7%, -5%, 9%, -2%, ?, 1%, ., -13%
Cn1nnnc1SCC(=O)NNC(=O)c1ccc(F)cc1
 : 6%, 1%, -1%, -3%, 13%, 1%, -2%, -2%
OCCNc1nc(NCCC2=CCCCC2)nc(N2CCOCC2)n1
 : -2%, -7%, -2%, 0%, -1%, 9%, -3%, -13%
Cc1ccc(OCC(=O)OCC(=O)c2c(N)n(C)c(=O)n(C)c2=O)cc1C
 : -9%, -12%, 1%, 0%, 13%, 0%, ., -16%
CCC(CC)NC(=O)Cc1ccc(S(=O)(=O)N2CCOCC2)s1
 : 0%, -12%, -10%, -1%, -15%, 6%, ., -15%
FC(F)(F)c1nc2cc3nc4ccccc4[nH]c3cc2n1
 : ?, -30%, ?, -5%, ., 13%, -24%, 5µM*
CN(C)/C=C/c1onc(-c2c(Cl)cccc2Cl)c1C#N
 : 0%, ?, 10%, -2%, 13µM*, 4%, -5%, -18%
O=C(NCc1ccc(Cl)cc1)c1ccc(-c2ccccc2C(F)(F)F)o1
 : 2%, -3%, 3%, 3%, -3%, -2%, 16%, 0%
O=C(N/N=C/c1ccco1)c1cc(-c2ccc(Br)s2)[nH]n1
 : ?, -24%, -1%, -2%, ., 4%, ., .
CC(=O)Nc1ccc2c(c1)nc1n2CCN(C2CCCCC2)C1
 : -1%, -15%, -3%, -6%, ?, 4%, -5%, ?
